# UBC13 inh – human UBC13 polyubiquitination inhibition | 330,000 tested, 0.47% active | P61088 | UBC13 polyubiquitin chain formation, TR-FRET | inhibition, % at 20 µM; in the data active = inhibition above about 45%, passing the limit was not always enough
# Target sequence (P61088 whole entry, looked up): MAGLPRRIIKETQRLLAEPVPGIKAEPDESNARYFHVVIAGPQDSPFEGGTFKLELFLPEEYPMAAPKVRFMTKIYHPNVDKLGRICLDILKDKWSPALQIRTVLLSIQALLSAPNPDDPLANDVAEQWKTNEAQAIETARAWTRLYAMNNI
# 697 NFkB inh – inhibitors of the PMA/ionomycin-induced NF-kB reporter in 697 B cells. 697 B-cell NF-kB luciferase reporter, 16 h. inhibition, % at 4 µM. 330,000 tested, 0.33% active. AID 435022; in the data active = inhibition above about 35%
# CXCR6 inh – CXCR6 (human) receptor inhibition; inhibition, % at 20 µM; AID 602244; 360,000 tested, 0.36% active; CHO-K1 PathHunter CXCR6 beta-arrestin, luminescence; in the data active = inhibition above about 34%, passing the limit was not always enough;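 note: antagonist mode with CXCL16 agonist at 10 nM final; 0% = 10 nM CXCL16 with DMSO and 100% = unstimulated wells without agonist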
# Target sequence (O00574 whole entry, looked up): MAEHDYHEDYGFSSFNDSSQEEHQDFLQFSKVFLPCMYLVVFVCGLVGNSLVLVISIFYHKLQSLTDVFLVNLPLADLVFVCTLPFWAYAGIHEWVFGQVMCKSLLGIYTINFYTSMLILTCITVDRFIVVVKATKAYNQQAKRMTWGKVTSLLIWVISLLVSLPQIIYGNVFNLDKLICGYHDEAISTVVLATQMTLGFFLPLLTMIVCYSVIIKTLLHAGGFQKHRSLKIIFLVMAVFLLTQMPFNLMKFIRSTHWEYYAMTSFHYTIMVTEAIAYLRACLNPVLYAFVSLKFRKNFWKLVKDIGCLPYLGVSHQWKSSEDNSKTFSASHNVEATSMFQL
# Jurkat NFkB inh – inhibitors of the PMA/ionomycin-induced NF-kB reporter in Jurkat cells | inhibition, % at 4 µM | 330,000 tested, 0.53% active | PMA/ionomycin-induced NF-kB luciferase reporter, luminescence; in the data active = inhibition above about 50%
# CCR6 antagonist – CCR6 (human) receptor antagonism | P51684 | CHO-K1 CCR6 PathHunter beta-arrestin, luminescence, CCL20-stimulated | inhibition, % at 20 µM | 340,000 tested, 0.49% active | AID 493098;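 active = compounds whose inhibition of the agonist-driven luminescence signal at 20 µM reaches about 50%, limit read from the data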;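 note: cells stimulated with CCL20 at 14 nM final; plate controls were DMSO with CCL20 for no effect and DMSO without agonist for full effect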
# APJ antag – APJ receptor antagonism; P35414; CHO-K1 APJ beta-arrestin complementation, luminescence; inhibition, % at 20 µM; 330,000 tested, 0.32% active;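 active = inhibition above about 40% at 20 µM, limit read from the data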;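 note: cells challenged with 10 nM apelin-13 agonist together with compound; plate controls were apelin-13 plus DMSO wells for no effect and DMSO wells lacking apelin-13 for full effect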
# EBI2 block – blocks human EBI2 receptor beta-arrestin signaling; EBI2 beta-arrestin recruitment, luminescence, 7a,25-OHC stimulated; 360,000 tested, 0.81% active; P32249; inhibition, % at 5 µM; in the data active = inhibition above about 38%;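 note: enzyme fragment complementation signal reports receptor beta-arrestin coupling in cells; 0% = agonist plus DMSO wells and 100% = wells without agonist; some results beyond the cut were filed as inactive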
# Target sequence (P32249 whole entry, looked up, the tested form may be a part): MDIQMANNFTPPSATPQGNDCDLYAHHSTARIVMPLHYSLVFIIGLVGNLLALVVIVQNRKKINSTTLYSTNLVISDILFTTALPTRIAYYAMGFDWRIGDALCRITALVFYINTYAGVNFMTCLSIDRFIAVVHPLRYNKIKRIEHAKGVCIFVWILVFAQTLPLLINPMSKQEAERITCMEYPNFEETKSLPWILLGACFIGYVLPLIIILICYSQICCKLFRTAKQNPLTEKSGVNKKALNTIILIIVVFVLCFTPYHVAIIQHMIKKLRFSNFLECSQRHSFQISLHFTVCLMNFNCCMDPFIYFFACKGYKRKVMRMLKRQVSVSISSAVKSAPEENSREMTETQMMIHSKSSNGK
# Gli-Sufu block – antagonists of Gli-Sufu signaling | Sufu-KO-LIGHT fibroblasts, Gli luciferase reporter luminescence | inhibition, % at 5 µM | 340,000 tested, 0.74% active | AID 588413;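 active = inhibition above about 55%, limit read from the data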;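 note: 0% = DMSO-treated cells and 100% = wells with medium but no cells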
# * hit, by the source's call; / = not tested or not shown.
SMILES,UBC13 inh,697 NFkB inh,CXCR6 inh,Jurkat NFkB inh,CCR6 antagonist,APJ antag,EBI2 block,Gli-Sufu block
Cn1c(N)nc2ccccc2c1=O,11,5,0,0,-12,3,6,1
CSc1cccc(N2CC(C(=O)N(Cc3nnc(-c4ccccc4Cl)o3)C3CC3)CC2=O)c1 (stereo unspecified),-2,-8,-2,16,15,8,6,11
CCNS(=O)(=O)c1ccc(NC(=S)NCC2CCCO2)cc1 (stereo unspecified),4,17,-1,5,12,5,-1,-7
NC(=O)C1=C[C@H](c2ccccc2)C[C@H](OCc2ccc(CO)cc2)O1,-4,7,2,-21,-1,-59,5,-7
CC(C)COC(=O)C(C)Nc1n[nH]c(=S)[nH]c1=O (stereo unspecified),2,9,3,-12,16,-4,2,-3
O=C(CSc1nc2ccccc2s1)CSc1nc2ccccc2s1,-3,7,-3,-3,17,-1,3,-9
CCCNC(=O)C1CC(c2ccccc2[N+](=O)[O-])=NO1 (stereo unspecified),6,3,4,3,-2,0,1,-4
COc1cc(-c2nnc(SCC(=O)c3ccc(C)cc3)o2)cc(OC)c1OC,-4,-21,1,-4,1,-1,13,9
CCN(CC)c1nc(-c2ccc(C(=O)NN)cc2)nc(-c2ccc(C(=O)NN)cc2)n1,0,6,-6,-20,-7,-15,-3,/
COc1cccc(NC(=O)Cc2nnc(SCC(=O)NC3CCCCC3)n2C)c1,-1,-18,-1,-2,0,5,-7,0
CCOC(=O)c1c(C=O)c2ccccc2n1CC,26,7,-4,-10,-4,13,7,-12
Cc1ccc(SCCNCc2ccco2)cc1,3,1,6,-3,12,1,10,-9
O=C(Nc1cccc(Cl)c1)Nc1nnc(-c2ccccc2)o1,3,-8,-11,-1,7,1,0,-13
O=C(Cc1ccc(F)cc1)N(c1ccc(F)cc1)C1C=CS(=O)(=O)C1 (stereo unspecified),2,13,4,4,-4,3,-3,8
NC(N)=NS(=O)(=O)c1ccc(NC(=S)NC(=O)/C=C/c2cccs2)cc1,-25,8,35,8,18,-1,-8,7
COc1ccc(NC(=O)N2CCC(NC(=O)c3ccco3)CC2)cc1,3,3,4,14,-8,7,2,9
O=C(c1cccc(N2CCNC2=O)c1)N1CCCC(Nc2cccc(F)c2)C1 (stereo unspecified),-1,8,-2,-18,11,-20,7,2
Cc1cc(-c2ccccc2)nn1-c1nc2c(c(=O)[nH]c(=O)n2C)n1C,-1,-14,13,-17,0,0,-6,10
Clc1ccccc1Nc1nc(-c2cccnc2)cs1,-4,-270,-1,-189,14,-4,16,-56
Cc1cc(NC(=O)c2noc3c2CCCC3)no1,4,3,4,-8,8,-4,-10,-13
CCCn1c(SCc2ccon2)nc2ccccc2c1=O,9,9,9,-4,-18,14,-3,3
COc1ccc(NC(=O)C2CCN(C(=O)c3ccco3)CC2)c(OC)c1,-4,-7,-7,-32,10,-20,-9,0
CCOc1nc(NCc2ccco2)nc(Nc2ccc(OC)cc2)n1,10,-12,0,-19,11,-16,9,1
Cc1ccc2c(c1)C(c1ccccc1)N(C(=O)CC(C)C)CC(=O)N2 (stereo unspecified),-6,-5,-3,-36,-5,7,4,-8
COc1ccc(N(CC(=O)NC(C)c2ccccc2)S(=O)(=O)c2c(C)noc2C)cc1 (stereo unspecified),-10,0,3,-3,9,29,8,/
O=C(COC(=O)CNS(=O)(=O)c1cccc(Br)c1)NC(=O)Nc1ccc2c(c1)OCCO2,/,/,7,/,-3,/,-6,-9
Cc1cccc(N(C(=O)Cc2cccs2)C(C(=O)NC2CCCC2)c2ccsc2)c1 (stereo unspecified),/,/,9,/,9,/,7,4
O=c1cc(CO)oc(CN2CCC(Cc3ccccc3)CC2)c1O,0,4,-9,-3,23,-4,-4,-13
CCc1nnc(NC(=O)c2ccc(Cl)nc2)s1,-6,-26,-2,-25,2,14,3,-11
CCCCC/C=N/NC(=O)c1[nH]c2ccc([N+](=O)[O-])cc2c1C,-4,0,-15,13,-8,10,10,-1
COc1ccc(CNC(=O)CN2C(=O)COc3ccc(S(=O)(=O)N4CCCC4)cc32)cc1,-2,-8,8,7,9,8,8,1
COc1cccc(NC(=S)N(CCCN2CCOCC2)Cc2cn(C)c3ccccc23)c1,12,-1,-5,9,13,10,5,11
COc1ccc2[nH]cc(CCNC(=O)C3CCCO3)c2c1 (stereo unspecified),3,-4,-14,-6,-8,-7,-3,-15
CCOC(=O)c1c(C)c(C(=O)NC2CCCCCC2)c(C)n1C,/,/,-4,/,13,/,14,-12
O=C(NCC(=O)N1CCCCCCC1)c1ccco1,6,12,-4,-32,6,22,-2,-9
COc1ccc(NC(=O)N(Cc2cc3cc(C)ccc3[nH]c2=O)CC2CCCO2)cc1 (stereo unspecified),7,14,4,2,8,16,-11,3
O=[N+]([O-])c1ccc(CSc2ccccn2)cc1,7,-21,1,-15,17,2,17,1
Cc1cc(C)c(C)c(S(=O)(=O)N2CCC(C(=O)N3CCCCCCC3)CC2)c1C,4,17,-4,15,16,-7,4,9
O=C(Nc1cccc(C(=O)O)c1)/C(=C\c1ccco1)NC(=O)c1ccccc1,-1,-7,0,-9,11,14,-8,-16
Cc1cc(C)n(-c2nc(SCC(=O)O)c3c4c(sc3n2)CCCC4)n1,30,7,/,4,/,11,/,/
Cc1nc2ccccc2n1CSc1ccccc1,-4,-50,0,40,11,4,-8,3
Cc1cc(C)cc(OCC(=O)N2CCCCCC2)c1,4,11,-6,-1,3,-6,6,-1
Cc1ccc(S(=O)(=O)N2CCN(S(=O)(=O)N3CCOCC3)CC2)cc1,-11,15,4,-26,5,-22,-1,4
O=C(O)c1cc(Br)ccc1NN=C1CCCCC1,7,14,9,1,-9,-10,-6,8
Cc1ccc(C(=O)Nc2ccc(S(=O)(=O)Nc3ncccn3)cc2)cc1[N+](=O)[O-],-8,-1,3,14,9,4,-4,2
CCOC(=O)C(CCCCC(NC(C)=O)(C(=O)OCC)C(=O)OCC)(NC(C)=O)C(=O)OCC,6,6,6,0,3,0,1,5
Cc1ccc(OCc2nnc(NC(=O)Cc3cccs3)s2)cc1,-7,-22,/,6,/,0,/,/
COc1ccc(/C=N\NC(=O)c2ccc(-c3ccccc3)cc2)cc1COC(C)=O,-16,15,-3,14,-8,-36,7,7
COc1ccc(CCNC(=O)C2CCN(S(=O)(=O)N3CCC(C)CC3)CC2)cc1OC,0,-3,10,9,13,8,-7,-1
NC(=O)N/N=C/c1sc(N2CCCCC2)nc1-c1cccs1,0,4,4,2,8,-1,-12,-3
CCOC(=O)C(=O)c1csc(NC(=O)COc2ccc(N(C)S(=O)(=O)c3ccc(F)cc3)cc2)n1,-10,-7,0,1,-2,-5,-5,8
COC(=O)NCc1ccc(CNC(=O)OC)cc1,-3,21,-3,6,8,4,0,1
O=C(O)CCCC(=O)Nc1ccc(OCc2nc3ccccc3s2)cc1,-6,-44,1,-47,6,-8,-4,-9
O=C(O)Cc1nc(-c2cccnc2)sc1-c1ccc(Br)cc1,-18,10,1,12,-4,-14,-7,6
CCc1ccc(C(=O)Nc2ccc3nc(C)ccc3c2)cc1,-2,-63,-10,-53,9,-2,-10,-58
c1ccc(-n2nnnc2Oc2ccc(-n3ccnc3)cc2)cc1,6,-6,-10,18,5,-1,3,3
O=C1c2ccccc2-c2cccc(C(=O)N3CCCCCC3)c21,-3,0,-1,6,8,16,3,-10
Cn1c(SCC(=O)O)nnc1-c1ccc2ncccc2c1,2,6,/,-1,/,7,/,/
COc1ccc(Cl)cc1NC(=O)COC(=O)Cc1cc(OC)c(OC)c(OC)c1,9,6,4,0,5,10,10,5
COc1ccc(NC(=O)CC2C(=O)Nc3ccccc3N2CC(=O)N2CCCC2)cc1 (stereo unspecified),-2,8,5,7,-10,21,-5,6
# The results go on.
SMILES,UBC13 inh,697 NFkB inh,CXCR6 inh,Jurkat NFkB inh,CCR6 antagonist,APJ antag,EBI2 block,Gli-Sufu block
CCCSc1nc2c(c(=O)[nH]c(=O)n2C)n1CCc1ccccc1,3,4,1,4,1,22,-7,2
CC(=O)Nc1ccc(S(=O)(=O)Nc2nnc(C(C)C)s2)cc1,8,15,-3,7,-23,8,-8,-1
CSc1nnc(CNC(=O)c2ccccc2)n1-c1cccc(C)c1,-2,-19,1,-19,1,5,-9,2
Cc1cccc(OCC(=O)Nc2cccc(-c3nnc(-c4ccccc4)o3)c2)c1C,-10,-93,-1,-13,1,2,1,-106
C(=N\Nc1ccccn1)/c1c[nH]c2ccccc12,-8,-19,7,38,4,2,-1,9
N#Cc1cccc(NC(=O)CN2CCCCCC2)c1,-10,-11,-9,1,12,9,4,8
COc1ccc(NC(=O)c2c(C)nn(Cc3ccccc3)c2Cl)cc1S(=O)(=O)N1CCOCC1,1,4,2,24,2,3,-3,47
O=C(Nc1cccc2ccccc12)N1CCN(Cc2ccc3c(c2)OCO3)CC1,-7,-25,-2,16,-10,8,-3,0
O=C(Oc1cccc([N+](=O)[O-])c1)c1cc(-c2ccccc2)nc2ccccc12,24,11,20,-1,3,3,-18,-1
CCc1nc(CNC(=O)C2CCC(=O)N(CCc3cccc(F)c3)C2)no1 (stereo unspecified),-6,7,0,-2,15,3,-10,-10
CCCC(C(=O)Nc1ccc(S(=O)(=O)N2CCCC2)cc1)c1ccccc1 (stereo unspecified),-1,-14,1,-1,11,9,13,3
CC(=O)c1c(C(C)=O)c(C)n(-c2nc(-c3ccc(Br)cc3)c(C)s2)c1C,-2,10,2,-8,11,1,12,17

# Three entries picked at random from the list so far:
SMILES,UBC13 inh,697 NFkB inh,CXCR6 inh,Jurkat NFkB inh,CCR6 antagonist,APJ antag,EBI2 block,Gli-Sufu block
N#Cc1cccc(NC(=O)CN2CCCCCC2)c1,-10,-11,-9,1,12,9,4,8
COc1ccc(CNC(=O)CN2C(=O)COc3ccc(S(=O)(=O)N4CCCC4)cc32)cc1,-2,-8,8,7,9,8,8,1
CCOC(=O)c1c(C)c(C(=O)NC2CCCCCC2)c(C)n1C,/,/,-4,/,13,/,14,-12

# (listing goes on)
SMILES,UBC13 inh,697 NFkB inh,CXCR6 inh,Jurkat NFkB inh,CCR6 antagonist,APJ antag,EBI2 block,Gli-Sufu block
O=C(CN1C(=O)NC(Cc2c[nH]c3ccccc23)C1=O)Nc1cccc(S(=O)(=O)N2CCCC2)c1 (stereo unspecified),9,8,-6,4,1,2,-6,-3
O=C(O)c1ccc(Sc2nnc3ccccn23)c([N+](=O)[O-])c1,-2,6,9,-3,1,-6,20,-1
CCC(=O)NC(=S)Nc1cccc(NC(=O)c2ccc(Cl)cc2Cl)c1,-7,20,0,15,34,13,8,2
CCCC(c1nnnn1C(C)(C)C)N1CCN(C(=O)c2ccco2)CC1 (stereo unspecified),-3,13,8,-10,15,-24,6,2
Cc1ccc(C2CCN(C(=S)NC3CCCCC3)C2)cc1 (stereo unspecified),5,-34,3,-7,9,-9,-9,-1
O=C(NCc1ccccc1)NCC12CC3CC(CC(C3)C1)C2,-2,8,2,1,18,9,8,17
CN(C)S(=O)(=O)c1cccc(NC(=O)CCc2nc3cc(S(=O)(=O)N4CCOCC4)ccc3n2C)c1,-8,-23,-8,0,4,6,-10,-8
COc1cc(C(=O)NC(C)c2ccc(S(N)(=O)=O)cc2)ccc1OCC(=O)N1CCOCC1 (stereo unspecified),6,16,-1,2,12,5,6,4
COc1ccc(Cn2c(-c3ccc(OC)cc3)nc3c(c(=O)c4ccccc4n3C)c2=O)cc1,10,16,/,6,/,1,/,/
Cc1ccc(C)c(OCC(=O)N(C)CC(=O)Nc2ccc(Cl)c(C(F)(F)F)c2)c1,9,17,2,7,-4,19,-1,-1
CCOC(=O)CC(C)(C)/C(C)=N/Nc1ccc([N+](=O)[O-])cc1[N+](=O)[O-],-20,4,-1,-12,-12,-3,-22,19
Cc1nc(NC(=O)/C=C/c2ccccc2)sc1C(=O)Nc1ccccc1,-4,-4,-1,5,21,-3,3,4
COC(=O)c1c(C(=O)OC)c(-c2ccc(Br)cc2)n2c1CS(=O)C2 (stereo unspecified),3,-13,1,-10,15,-23,-18,-2
COc1ccc(C(=O)COC(=O)CNC(=O)c2cccc(OC(F)F)c2)cc1,-1,0,7,11,14,3,-8,-4
O=C(N/N=C/c1cc([N+](=O)[O-])ccc1Cl)c1ccc2nc[nH]c2c1,-20,-22,-1,-6,-5,-12,2,-4

# An excerpt from above in order of their number in EBI2 block, rising.
canonical_smiles	EBI2 block
CCCn1c(SCc2ccon2)nc2ccccc2c1=O	-3
CCCNC(=O)C1CC(c2ccccc2[N+](=O)[O-])=NO1 (stereo unspecified)	1
CCC(=O)NC(=S)Nc1cccc(NC(=O)c2ccc(Cl)cc2Cl)c1	8

# High-throughput results (PubChem)
